M5 ag: human M5 muscarinic receptor agonists, primary screen, CHO-K1 cells, Fluo-8 calcium fluorescence | Muscarinic acetylcholine receptor M5 (Homo sapiens), P08912 | CHO-K1 hM5 cells; 0% DMSO wells, 100% maximal acetylcholine response | activation, % at 3 µM | 360,000 compounds, 0.19% hits;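 active = activation above the run's mean over test compounds plus 3 SD, cut at about 23% in these data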;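 note: signal is peak over basal fluorescence ratio across the kinetic read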
Target sequence (P08912 whole entry, looked up): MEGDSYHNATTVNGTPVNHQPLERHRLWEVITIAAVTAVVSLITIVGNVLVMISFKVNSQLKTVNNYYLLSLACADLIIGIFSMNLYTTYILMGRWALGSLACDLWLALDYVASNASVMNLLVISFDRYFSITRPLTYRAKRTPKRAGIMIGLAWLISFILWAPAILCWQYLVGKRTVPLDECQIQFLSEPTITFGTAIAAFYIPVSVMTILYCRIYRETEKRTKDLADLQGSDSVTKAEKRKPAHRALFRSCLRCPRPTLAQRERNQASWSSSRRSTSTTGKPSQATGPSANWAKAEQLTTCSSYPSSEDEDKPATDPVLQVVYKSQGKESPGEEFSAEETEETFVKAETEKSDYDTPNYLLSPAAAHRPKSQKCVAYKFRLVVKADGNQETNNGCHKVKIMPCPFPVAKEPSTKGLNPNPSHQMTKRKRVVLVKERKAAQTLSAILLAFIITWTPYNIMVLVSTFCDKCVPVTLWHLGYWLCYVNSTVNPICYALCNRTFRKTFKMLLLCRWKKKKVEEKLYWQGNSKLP
M4 ag: human M4 muscarinic receptor agonists, primary screen, CHO-K1 cells, Fluo-8 calcium fluorescence; Muscarinic acetylcholine receptor M4 (Homo sapiens), P08173; 360,000 compounds, 0.14% hits; CHO-K1 hM4/Gqi5; vehicle 0%, full acetylcholine response 100%; activation, % at 3 µM; AID 624127, 2012;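 active = activation above the run mean over all test wells plus 3 SD, cut at about 32% in these data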;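 note: peak over basal fluorescence ratio per well then scaled between controls; 0% = DMSO wells and 100% = acetylcholine at EC100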
M4 antag: human M4 muscarinic receptor antagonists, primary screen, CHO cells, Fluo-8 calcium fluorescence; CHO-hM4 cells, ACh EC80; inhibition, % at 3 µM; Muscarinic acetylcholine receptor M4 (Homo sapiens), P08173; 360,000 compounds, 0.73% hits;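 active = inhibition above its plate's cutoff, the mean inhibition of sample wells plus 3 SD, cut at about 27% in these data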;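 note: 0% = acetylcholine EC80 with DMSO and 100% = DMSO without agonist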
M1 antag: human M1 muscarinic receptor antagonists, primary screen, CHO-K1 cells, Fluo-8 calcium fluorescence, 1536-well. CHO-K1 hM1, ACh EC80 antagonist. inhibition, % at 3 µM. 360,000 compounds, 1.3% hits;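 active = percent inhibition above its own plate's cutoff, namely the mean of that plate's compound wells plus 3 SD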;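 note: peak over basal fluorescence ratio during 140 s after agonist addition; 0% = ACh EC80 plus DMSO and 100% = DMSO alone without agonist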
M1 PAM: human M1 muscarinic receptor positive allosteric modulators, primary screen, CHO-K1 cells, Fluo-8 calcium fluorescence, 1536-well. AID 588819, 2011. Muscarinic acetylcholine receptor M1 (Homo sapiens), P11229. 360,000 compounds, 0.088% hits. activation, % at 3 µM. CHO-K1 hM1, ACh EC20; 0% = ACh EC20, 100% = maximal ACh; in the data active = activation above about 19%, passing the limit was not always enough
TAAR1 agonist: human TAAR1 agonists, primary screen, Fluo-8 calcium fluorescence, CHO RD-HGA16 cells. Trace amine-associated receptor 1 (Homo sapiens), Q96RJ0. vehicle wells 0%, saturating PEA agonist 100%. activation, % at 3 µM. 360,000 compounds, 0.99% hits. AID 624467, 2012;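 active = activation above the mean activation of all test compounds in the run plus 3 SD, cut at about 38% in these data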
Target sequence (Q96RJ0 whole entry, looked up): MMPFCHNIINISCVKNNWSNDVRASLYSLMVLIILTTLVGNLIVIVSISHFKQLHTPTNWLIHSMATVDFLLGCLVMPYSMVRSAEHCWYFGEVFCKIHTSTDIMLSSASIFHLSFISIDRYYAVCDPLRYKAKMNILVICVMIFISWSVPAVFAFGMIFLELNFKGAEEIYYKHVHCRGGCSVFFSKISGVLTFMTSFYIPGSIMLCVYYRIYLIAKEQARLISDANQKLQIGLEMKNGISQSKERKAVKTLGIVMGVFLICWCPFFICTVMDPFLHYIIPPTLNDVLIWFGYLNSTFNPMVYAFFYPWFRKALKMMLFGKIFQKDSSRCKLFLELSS
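Signal – calcium-sensitive Fluo-8 signal, excitation 470-495, emission 515-575 nm · System – RD-HGA16 (CHO) cells co-expressing Gα16 and hTAAR1 · Incubation – 17-24 h seeding, 75 min 37 °C dye, 30 min RT · Compound dosing – 3 µM single concentration · Repeats – no replicates (n 1)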
CHRM1 agonist: human M1 muscarinic receptor agonists, primary screen, Fluo-8 calcium fluorescence, CHO-K1 cells, HTS. Muscarinic acetylcholine receptor M1 (Homo sapiens), P11229. CHO-K1 hM1, agonist mode; 0% DMSO, 100% acetylcholine EC100. activation, % at 3 µM. 360,000 compounds, 0.33% hits. AID 588814, 2011;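 active = activation above the run's mean compound activation plus 3 SD, cut at about 16% in these data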;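 note: peak over basal fluorescence ratio within a 140 s kinetic read after compound addition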
CHRM5 PAM: human M5 muscarinic receptor positive allosteric modulators, primary screen, CHO-K1 cells, Fluo-8 calcium fluorescence; Muscarinic acetylcholine receptor M5 (Homo sapiens), P08912; CHO-K1 hM5, ACh EC20 PAM; 0% = ACh EC20, 100% = ACh EC100; activation, % at 3 µM; 360,000 compounds, 0.3% hits; AID 624038, 2012;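 active = activation above the run cutoff, the mean activation of all test compounds plus 3 SD, cut at about 18% in these data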
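Assay system: CHO-K1 hM5 cells. Also added: acetylcholine at EC20 concentration, added after compound. Dosing: 3 µM, single dose. Times: compound preincubation 140 s before EC20 acetylcholine addition. Signal: Fluo-8 calcium fluorescence. Measure: % activation relative to EC20 and EC100 ACh responses. Repeats: singlicate, one well per test compound.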
CHRM5 antagonist: human M5 muscarinic receptor antagonists, primary screen, CHO cells, Fluo-8 calcium fluorescence | inhibition, % at 3 µM | AID 624040, 2012 | CHO-hM5 cells, ACh EC80 | 360,000 compounds, 0.59% hits | Muscarinic acetylcholine receptor M5 (Homo sapiens), P08912;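 active = inhibition above a per-plate cutoff, the mean of that plate's test compounds plus 3 SD, cut at about 27% in these data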;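 note: 0% = acetylcholine EC80 with DMSO and 100% = DMSO without agonist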
Active calls of the source: *; . = not tested or not shown. An excerpt; the hit share may differ from the screen's.

SMILES	M5 ag	M4 ag	M4 antag	M1 antag	M1 PAM	TAAR1 agonist	CHRM1 agonist	CHRM5 PAM	CHRM5 antagonist
CCOC(=O)c1ccc(N2Cc3ccccc3C2=N)cc1	-11	0	11	70*	-21	11	-6	-1	-1
Cc1ccccc1S(=O)c1ccccc1C(=O)O (stereo unspecified)	4	14	13	19	-6	3	0	-22	7
O=C(Nc1ccccc1C(=O)NCC1CCCO1)c1ccccc1F (stereo unspecified)	-2	3	-9	-13	10	4	-2	-7	11
CCCCNC(=O)N(c1c(N)n(Cc2ccccc2)c(=O)[nH]c1=O)C1CCCC1	2	1	-6	-10	11	1	-5	-3	-4
O=C(C[n+]1cc(Br)cc2ccccc21)c1ccc(F)cc1	0	1	-6	-10	12	7	-8	2	-3
O=S(=O)(Nc1cccc(S(=O)(=O)N2CCCC2)c1)c1ccccc1F	4	2	0	0	5	4	-2	9	-2
Cc1cc(C)c2c(c1)C1(OCCO1)C(=O)N2	-3	1	-7	-15	9	-1	-2	7	7
Cc1cc(NC(=O)CCC(=O)N(CC(=O)NCC2CCCO2)c2ccc(F)c(Cl)c2)no1 (stereo unspecified)	-3	1	3	-16	15	5	-3	2	8
COc1ccc(Br)c(C(=O)N2CCN(S(=O)(=O)c3cccs3)CC2)c1	-2	1	4	-4	1	0	-3	-5	9
Cc1ccc(S(=O)(=O)Nc2c(C)nn(C)c2C)cc1C	6	6	-10	-10	3	2	2	-9	8
CCOC1=C2CN(S(=O)(=O)c3ccc(C)cc3)C(c3ccccc3)CC2N(S(=O)(=O)c2ccc(C)cc2)C(c2ccc(Br)cc2)C1 (stereo unspecified)	2	3	-12	.	.	2	.	5	-1
O=C(COc1ccc(Cl)cc1)N1CCCCC1	-2	0	1	-35	7	11	-3	0	6
Cc1cccc(Cn2c(N(C)Cc3ccccc3)nc3c2c(=O)[nH]c(=O)n3C)c1	-1	1	-11	-9	3	2	-9	1	4
O=C(Nc1cccc2c1CCCC2)c1cc([N+](=O)[O-])ccc1Cl	-4	3	-12	-6	1	6	-3	-3	-6
COCCn1c(SCC(=O)NCc2ccc(F)cc2)nc2ccccc21	0	2	-6	-10	6	-5	-7	2	6
O=C(NCCN1CCC(n2c(=O)[nH]c3ccccc32)CC1)c1ccc(F)c(C(F)(F)F)c1	-3	12	1	.	.	3	.	-8	2
COc1cc(/C=C/C(=O)OCC(=O)NCCc2ccc(F)cc2)ccc1OC(F)F	-4	21	-9	-11	0	7	1	-11	0
NC1=NC(=O)NC1(c1ccccc1)c1ccccc1	2	1	-12	-20	12	1	3	3	4
COc1ccccc1NS(=O)(=O)c1cc(C(=O)NCC(c2ccco2)N2CCCCC2)ccc1C (stereo unspecified)	-6	2	-15	5	-4	3	-8	-1	4
COc1ccccc1C/C(N)=N/OC(=O)COc1ccc2ccccc2c1	-3	1	-15	0	0	7	-7	-7	16
O=C(c1nc2ccc(Cl)cn2c1CN1CCCC1)N1CCc2ccccc2C1	0	21	0	13	-5	47*	-2	-10	12
O=C(CSc1nnc(-c2ccccn2)o1)Nc1ccccc1F	-3	1	2	6	3	2	-1	-2	6
O=C(NNS(=O)(=O)c1ccc(F)cc1)c1ccc(O)cc1	2	0	2	-7	6	2	-2	-3	2
CCC(C)NC(=O)C1CCN(S(=O)(=O)N2CCC3(CC2)OCCO3)CC1 (stereo unspecified)	0	1	-5	-7	8	2	-5	4	-1
O=C(Nc1cccc(N2C(=O)C3C4C=CC(C4)C3C2=O)c1)c1cccs1 (stereo unspecified)	3	6	1	-5	5	2	0	-4	10
CCc1ccc(NC(=O)CSc2nc(N)c(NC(=O)c3ccc(F)c(F)c3)c(=O)[nH]2)cc1	-2	2	7	-14	14	0	0	5	-4
CN1/C(=C\C(=O)Nc2cccnc2)c2ccccc2CC1(C)C	-3	0	9	8	-5	1	-9	2	2
CC(Oc1cccc(F)c1)c1ccnc2nc(/N=C/N(C)C)nn12 (stereo unspecified)	-4	1	-8	-3	5	0	-13	3	-19
Cc1cc(NC(=O)CSc2nc3ccsc3c(=O)n2NC(=O)c2ccccc2)no1	-2	0	9	-3	1	2	-6	-8	-1
O=C(CN(Cc1ccc(Cl)cc1)C(=O)c1csnn1)NCc1ccc(F)cc1	1	7	-2	7	-2	2	5	-1	3
COc1ccc(C(=O)CSC#N)cc1OC	3	3	-2	-1	3	0	-3	-3	-1
O=C(NCCS(=O)(=O)NCc1ccc(Cl)cc1)c1ccccc1	-1	1	-10	-1	2	0	-1	0	-3
CC(C)=CCc1c(O)cc2c(=O)c3ccc(O)cc3oc2c1O	6	1	-8	-12	10	8	2	6	-7
Cc1cc(C)cc(C(=O)N2CC(C)SC2=Nc2cccc(S(=O)(=O)N(C)C)c2)c1 (stereo unspecified)	-2	0	-2	-7	11	3	-3	-6	12
COc1ccc(CN2CCC(n3nccc3NC(=O)C3CC3)CC2)c(Cl)c1OC	-5	1	-14	-11	6	1	-5	1	0
O=C(COC(=O)C12CC3CC(CC(C3)C1)C2)NCCCc1ccccc1	1	1	2	6	-2	-4	-4	-5	7
COC(=O)c1ccc(C(=O)OC)c(NC(=O)CSc2nc(-c3ccco3)cc(C(F)(F)F)n2)c1	-1	1	2	-4	6	9	-1	-1	-1
O=C(CS(=O)CC(=O)Nc1cccnc1)Nc1ccc(F)cc1 (stereo unspecified)	-3	2	-5	-4	3	7	-2	5	7
CCN(CC)CCNC(=O)c1cn(CC)c2ccc(S(=O)(=O)N3CCc4ccccc4C3)cc2c1=O	-9	0	5	1	-3	-1	-6	2	7
Cc1[nH]c(=O)c(C#N)c(C)c1Cl	5	1	-9	2	1	8	-4	12	-8
Cn1nc(-c2ccccn2)nc2c(=O)n(C)c(=O)nc1-2	5	3	23	9	20	7	3	-2	26
COc1cccc(C(=O)N2CCN(C(=O)C3CC3)CC2)c1	-2	1	-1	5	-1	5	-3	-6	16
COc1ccc(/C=C2/S/C(=N/N=C3\CC4CCC3(C)C4(C)C)NC2=O)cc1 (stereo unspecified)	0	0	-8	-33	4	4	0	-2	-5
Cn1c(Cc2ccccc2)nc(=O)c2ccccc21	1	0	-4	6	0	1	-4	1	1
CC1CCCCC1NCC#CCOc1ccc(Cl)cc1 (stereo unspecified)	-13	7	15	63*	-23	27	-6	-31	23
COC(=O)C1=C(C(=O)OC)[C@@H]2N(C)c3ccccc3[C@@]23C[C@@H](C(=O)OC)N(C(=O)COCc2ccccc2)C3=N1	1	2	-7	-7	9	.	-1	6	4
CCn1c(SCC(=O)Nc2ccc(OC)cc2)nnc1-c1ccco1	-4	0	-1	-20	7	7	-4	10	-10

A second format for some results above.
Each structure is followed by: M5 ag	M4 ag	M4 antag	M1 antag	M1 PAM	TAAR1 agonist	CHRM1 agonist	CHRM5 PAM	CHRM5 antagonist
- COc1ccc(CN2CCC(n3nccc3NC(=O)C3CC3)CC2)c(Cl)c1OC
  -5	1	-14	-11	6	1	-5	1	0
- O=C(COC(=O)C12CC3CC(CC(C3)C1)C2)NCCCc1ccccc1
  1	1	2	6	-2	-4	-4	-5	7
- COC(=O)c1ccc(C(=O)OC)c(NC(=O)CSc2nc(-c3ccco3)cc(C(F)(F)F)n2)c1
  -1	1	2	-4	6	9	-1	-1	-1
- O=C(CS(=O)CC(=O)Nc1cccnc1)Nc1ccc(F)cc1 (stereo unspecified)
  -3	2	-5	-4	3	7	-2	5	7
- CCN(CC)CCNC(=O)c1cn(CC)c2ccc(S(=O)(=O)N3CCc4ccccc4C3)cc2c1=O
  -9	0	5	1	-3	-1	-6	2	7
- Cc1[nH]c(=O)c(C#N)c(C)c1Cl
  5	1	-9	2	1	8	-4	12	-8
- Cn1nc(-c2ccccn2)nc2c(=O)n(C)c(=O)nc1-2
  5	3	23	9	20	7	3	-2	26
- COc1cccc(C(=O)N2CCN(C(=O)C3CC3)CC2)c1
  -2	1	-1	5	-1	5	-3	-6	16
- COc1ccc(/C=C2/S/C(=N/N=C3\CC4CCC3(C)C4(C)C)NC2=O)cc1 (stereo unspecified)
  0	0	-8	-33	4	4	0	-2	-5
- Cn1c(Cc2ccccc2)nc(=O)c2ccccc21
  1	0	-4	6	0	1	-4	1	1

Screening results deposited in PubChem by The Scripps Research Institute Molecular Screening Center.
